# ERp5 block: inhibitors of human ERp5; inhibition, % at 9.99 µM; 0.05% of 350,000 active; ERp5 insulin aggregation, absorbance 650 nm, 90 min;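 active = mean replicate inhibition above about 25%, with every replicate also reaching it, limit read from the data, passing the limit was not always enough; inconclusive = only one of those two criteria met; inactive = neither criterion met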
# ERAP1 HTS inh: ERAP1 (human) enzyme inhibition | 0.15% of 340,000 active | inhibition, % at 10.7 µM | recombinant ERAP1, Leu-AMC fluorescence, 60 min | AID 652197 | Q9NZ08;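 active = mean replicate inhibition of at least 30%, or all replicates individually reaching that 30% level; inactive = mean below 30% and not every replicate reaching it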;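 note: 0% = neutral control wells and 100% = L-leucinethiol positive control wells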
# RAD54 branch: inhibitors of human RAD54 branch migration; Q92698; inhibition, % at 10.4 µM; AID 602329; RAD54 Holliday junction branch migration, FAM/BHQ fluorescence; 0.14% of 360,000 active;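 active = mean normalized replicate activity at least 40 and at least half of replicates scoring 40 or more; inconclusive = only one of the two criteria met; inactive = mean below 40 and under half of replicates reaching 40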;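 note: 0% = median of neutral control wells and 100% = median of positive control wells; inhibitors cause a drop in the FAM fluorescence signal; in these data hits start at about 50%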
# Xi reactivation: activators of X-chromosome reactivation in mouse fibroblasts. XiGFP mouse fibroblasts, % GFP-positive cells imaging, 3 d; cells co-treated with 5-aza-dC sensitizer; scaled so ellipticine positive control = 100%. activation, % at 7.58 µM. 0.055% of 360,000 active. AID 743238;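 active = mean normalized replicate activation at least 10% and every replicate at or above 10%; inconclusive = only one of the two criteria met; inactive = mean below 10% and not all replicates reach 10%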;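 note: 0% = median of on-plate neutral control wells and 100% = ellipticine 6 µM median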
#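 Schedule: 3 d treatment, 15 min room-temperature fixation; system: 68-5-11 XiGFP fibroblast line; buffer or medium: DMEM plus 5-aza-dC sensitizer; control set: ellipticine 6 µM positive control; compound: one concentration, pinned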
# S100A4 MyoIIA: S100A4-myosin IIA interaction inhibition; P26447; S100A4/TAMRA-MyoIIA peptide fluorescence polarization; inhibition, % at 10.7 µM; 0.14% of 360,000 active; AID 652163;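 active = mean inhibition of at least 70% across replicates, with every replicate also reaching that level; inconclusive = mean inhibition reaches 70% but some replicates fall short; inactive = mean inhibition below 70%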
# Target sequence (P26447 whole entry, looked up): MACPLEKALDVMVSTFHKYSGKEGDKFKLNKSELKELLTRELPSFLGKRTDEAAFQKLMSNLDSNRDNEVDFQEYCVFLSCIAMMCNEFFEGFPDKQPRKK
#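 Assay system: human S100A4 monomer with TAMRA-labelled myosin IIA peptide / Buffer or medium: Calcium-containing HEPES buffer, pH 7.2 / Reagent: TAMRA-labelled myosin IIA heavy-chain peptide probe, 5 nM / Compound: one dose per compound / Timing: polarization read 5 min after assay mix addition, stable 5–60 min / Benchmarks: neutral control DMSO, positive control TFP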
# esBAF inh: blocks esBAF chromatin remodeling in mouse ES cells; 2% of 350,000 active; reporter increase, % at 12.5 µM; Bmi1-luciferase knock-in reporter, 24 h; 100% = twice the neutral-well signal; in the data active = activation above about 40%; inconclusive = no clear call, values can overlap the other calls;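 note: 0% = median of the plate's neutral control wells and 100% = double that signal; a rise in the Bmi1 reporter signal indicates esBAF inhibition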
# E-selectin induc: induces E-selectin expression in human endothelial cells; P16581; HUVEC E-selectin immunofluorescence imaging; normalized: neutral wells 0, TNF-alpha wells 100; activation, % at 7.58 µM; 0.37% of 260,000 active; AID 686992;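 active = mean E-selectin-positive cell signal at least 10% of the positive control, reached in at least 60% of replicates, without over 20% cell loss; inconclusive = no rule given, readout overlaps actives, possibly toxicity-flagged; inactive = the rest, including those meeting only one limit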;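 note: in these data hits start at about 27%; measured in HUVEC primary endothelial cells; signal is the percent of cells scored E-selectin positive by PE staining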
# Target sequence (P16581 whole entry, looked up): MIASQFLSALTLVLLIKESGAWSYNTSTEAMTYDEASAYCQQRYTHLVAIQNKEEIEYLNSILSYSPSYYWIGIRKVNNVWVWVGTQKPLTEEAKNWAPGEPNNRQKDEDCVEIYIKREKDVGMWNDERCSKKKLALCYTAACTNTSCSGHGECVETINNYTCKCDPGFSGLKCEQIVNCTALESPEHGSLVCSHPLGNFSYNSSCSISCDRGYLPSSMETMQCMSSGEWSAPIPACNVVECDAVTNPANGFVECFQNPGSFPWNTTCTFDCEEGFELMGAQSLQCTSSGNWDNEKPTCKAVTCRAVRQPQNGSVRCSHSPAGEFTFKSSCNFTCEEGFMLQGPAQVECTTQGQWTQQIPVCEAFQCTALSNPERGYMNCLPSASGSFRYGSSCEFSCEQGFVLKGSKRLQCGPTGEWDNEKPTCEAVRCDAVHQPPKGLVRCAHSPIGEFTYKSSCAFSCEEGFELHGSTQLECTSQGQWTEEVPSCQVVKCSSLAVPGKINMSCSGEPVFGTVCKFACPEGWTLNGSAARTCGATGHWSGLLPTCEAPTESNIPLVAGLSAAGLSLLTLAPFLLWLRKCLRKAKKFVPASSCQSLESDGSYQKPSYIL
#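 material = human umbilical vein endothelial cells (HUVEC), E-selectin induction | quantity = 3,000 cells/well | medium = EGM-2 growth medium on 0.1% gelatin-coated wells | technique = immunofluorescence imaging | read-out basis = % PE-positive cells | control set = TNF-alpha positive control, DMSO neutral control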
# RAD52 inh: RAD52 (human) annealing inhibition; recombinant RAD52 DNA annealing, FRET fluorescence; inhibition, % at 18.7 µM; P43351; 0.46% of 360,000 active; AID 651710;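 active = every replicate showing at least 50% inhibition; inconclusive = mean inhibition at least 50% but not in every replicate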
# Starred values were filed as active, the others as inactive; ? = inconclusive; · = not tested or not shown; & = joins results of further samples. Hits appear at their usual frequency. Share with any hit: about 2.5%.
SMILES,ERp5 block,ERAP1 HTS inh,RAD54 branch,Xi reactivation,S100A4 MyoIIA,esBAF inh,E-selectin induc,RAD52 inh
Cc1c(C(=O)NCCN(C)C)oc2ccc(S(=O)(=O)N3CCCC3)cc12,2,2,-6,0.0,1,-2,0.1,-15
CCCNC(=O)N(C)C[C@@H]1Oc2ncc(C#CC3(O)CCCC3)cc2C(=O)N([C@H](C)CO)C[C@H]1C,-2,1,6,0.0,39,2,-0.2,3
C[C@@H]1CN([C@H](C)CO)C(=O)c2cccc(NC(=O)c3cnccn3)c2O[C@H]1CN(C)Cc1ccc(Cl)c(Cl)c1,5,-2,-1,0.1,0,4,-7.1,-9
Cc1ccc(CCC(=O)Nc2nccs2)o1,4,-2,1,·,-2,7,·,-10
C[C@@H]1CCCCO[C@H](CN(C)C(=O)Nc2ccc(F)cc2)[C@H](C)CN([C@H](C)CO)C(=O)c2cc(NC(=O)Nc3ccc(C(F)(F)F)cc3)ccc2O1,1,-3,-3,0.5,1,-6,0.5,15
CNC(=O)C[C@H]1CC[C@H]2[C@@H](COc3ccc(NC(=O)c4ccccc4Cl)cc3C(=O)N2C)O1,-2,-1,3,·,10,-8,·,9
O=C(O)c1nccnc1C(=O)Nc1ccc(S(=O)(=O)N2CCOCC2)cc1,-2,6,·,-0.1,2,·,-0.2,-10
COC(=O)c1sccc1NC(=O)/C=C/c1ccc(Cl)cc1,3,0,·,0.1,0,·,·,-20
Cc1ccc(NC(=O)c2ncn(CCCNCCCc3ccccc3)n2)cc1C,-2,·,5,0.0,-3,-1,-1.7,-3
CCC(=O)N1[C@H](CNC(=O)CN2CCOCC2)[C@H](c2ccccc2)[C@@H]1CO,·,·,4,0.3,·,6,0.4,·
O=C(Nc1ccc(F)cc1)c1cccnn1,3,-10,2,0.0,-3,26,0.4,-6
CO[C@H]1CN(C)C(=O)c2ccc(NS(=O)(=O)CC(F)(F)F)cc2OC[C@@H](C)N(CC2CCCCC2)C[C@H]1C,4,0,-5,0.1,1,-1,-0.2,-8
O=S(=O)(c1cc(Cl)ccc1Cl)N1CCc2ccccc21,4,1,3,0.0,-7,12,·,-16
C[C@@H](NCCCn1cnc2c(OCc3ccccc3)ncnc21)c1cccc2ccccc12,2,-1,5,0.3,-2,0,0.0,25
CC(C)Nc1nc2ccccc2c(=O)[nH]1,-3,-2,4,0.0,4,9,·,-11
COCC(=O)Nc1ccc2c(c1)OC[C@@H](C)N(Cc1ccncc1)C[C@H](C)[C@H](OC)CN(C)C2=O,1,0,11,-0.6,3,-6,0.0,-1
CC1=C(C(=O)OC2CCCC2)C(c2coc3ccccc3c2=O)C2=C(CCCC2=O)N1 (configuration not stated),6,4,-9,0.1,0,-10,6.2,-9
N#CCc1c(C#N)c(N)nc(N2CCN(C=O)CC2)c1C#N,3,2,·,0.0,-8,·,·,-29
C=CCNC(=O)c1ccc2c3n(nc2c1)-c1ccc(C)cc1CO3,-2,·,-5,-0.1,-2,57*,0.2,-41
CCCCCCC(O)(CCN1CCCCC1)c1ccccc1 (configuration not stated),-4,-5,-11,0.0,0,-8,0.3,1
CCOc1ccc(CN2CCN(Cc3[nH]c4ccccc4c3C)CC2CCO)cc1 (configuration not stated),4,-3,·,-0.1,-2,·,0.4,-12
Cc1noc(C)c1NC(=O)N(C)C[C@H]1OCCCC[C@@H](C)Oc2ccc(NC(=O)C3CCCCC3)cc2C(=O)N([C@@H](C)CO)C[C@@H]1C,-5,3,-5,0.5,5,-5,-0.2,-4
S=c1nc(NCc2ccc3c(c2)OCO3)c2ccccc2[nH]1,2,-2,0,0.1,5,20,0.0,-9
COc1ccc(NS(=O)(=O)c2cc(N)ccc2N2CCOCC2)cc1,-1,-1,-1,0.0,-2,-5,·,-2
Cc1ccc(-n2ncc3c2CC(C)(C)CC3NC(=O)CCc2cnn(C)c2)cc1 (configuration not stated),1,-2,6,-0.1,-1,·,-0.2,-2
# Remaining list, next part:
SMILES,ERp5 block,ERAP1 HTS inh,RAD54 branch,Xi reactivation,S100A4 MyoIIA,esBAF inh,E-selectin induc,RAD52 inh
CC1(C(=O)NS(=O)(=O)c2ccc3c(c2)CCO3)CCN1C(=O)CCc1ccc(Cl)cc1Cl (configuration not stated),2,-1,-10,0.1,4,-4,-0.2,-5
Cn1c(Cc2ccccc2)nnc1SCC(=O)Nc1ccccc1,-5,1,·,0.4,1,-8,0.0,5
CN(CC(=O)NCc1ccccc1Cl)S(=O)(=O)c1ccc2c(c1)n(C)c(=O)c(=O)n2C,0,4,-2,0.0,3,0,·,5
CCOc1ccc(N2CC(C(=O)Nc3nnc(Cc4ccc(OC)c(OC)c4)s3)CC2=O)cc1 (configuration not stated),0,-3,0,0.0,-8,-2,0.2,-6
CCC(=O)N1CC2(C1)[C@H](c1ccc(-c3ccccc3OC)cc1)[C@@H](CO)N2C(C)=O,-10,-2,·,0.0,5,·,-0.1,-12
COc1cccc(NC(=O)CN(C)C(=O)CNC(=O)c2sc3ccccc3c2Cl)c1,5,0,-9,0.0,-3,67*,-0.7,-4
COc1ccc(S(=O)(=O)N2CCOC2CNC(=O)C(=O)NCc2ccco2)cc1OC (configuration not stated),-2,0,-4,-0.1,1,·,3.7,-29
CC(C)CC1(C)NC(=O)N(CC(=O)Nc2ccccc2Br)C1=O (configuration not stated),1,1,10,-0.1,-1,0,-0.2,-8
O=C(NC(=S)Nc1cccc(Cl)c1N1CCCCC1)c1cccs1,-2,-1,·,·,-22,·,·,-17
COc1ccc(S(=O)(=O)N[C@@H]2CC[C@@H](CC(=O)O)O[C@@H]2CO)cc1,-3,2,-3,-0.1,9,-3,0.1,1
COC(=O)c1cc(C(=O)OCC(=O)N2CCCCC2)cc([N+](=O)[O-])c1,5,-1,-5,-0.1,-4,1,0.0,-4
O=C(C[C@@H]1C=C[C@@H](NS(=O)(=O)c2ccc(F)cc2)[C@@H](CO)O1)NCCN1CCCCC1,-1,0,-11,0.4,14,5,-0.3,2
COC(=O)C[C@@H]1CC[C@H](NC(=O)c2ccccc2)[C@H](CO)O1,-4,-1,2,0.1,-4,2,0.0,-2
Cc1ccccc1S(=O)(=O)N1C[C@H]2CON(C)[C@H]2C[C@H]1c1cccc(N2CCOCC2)c1,5,-10,-3,0.1,-5,-6,?,-5
CCCNC(=O)N1[C@H](CO)[C@H](c2ccccc2)[C@H]1CNC(=O)C1CCC1,3,1,·,0.1,2,·,-0.4,-18
O=C(CSc1nc(NS(=O)(=O)c2ccccc2)cc(=O)[nH]1)Nc1ccc(Cl)cc1,-2,-2,·,0.0,7,·,3.9,-7
Fc1ccc(CSc2ccc3nnc(-c4cccs4)n3n2)cc1,3,1,0,0.0,-6,5,·,-27
Cc1ccc(C(=O)NCC(=O)OCC(=O)Nc2ccc3[nH]c(=O)[nH]c3c2)cc1,-3,-3,·,0.0,-3,0,-0.7,-1
CCOc1cc(/C=N/NC(=O)CCn2nnc3ccccc32)ccc1O,-5,-2,·,0.0,3,·,-1.3,-11
C[C@@H]1CCCCO[C@H](CN(C)S(=O)(=O)c2ccc(Cl)cc2)[C@H](C)CN([C@@H](C)CO)C(=O)c2cc(NC(=O)NC3CCCCC3)ccc2O1,4,1,-1,1.9,-14,-6,0.4,-4
NNC(=S)Nc1ccccc1Cl,3,-3,-19,0.0,2,13,0.9,-30
CC(C)(C)NC(=O)NC(=O)CN1CCN(C(c2ccccc2)c2ccccc2)CC1,-2,0,·,0.0,-1,·,-0.4,-17
NC(=S)Nn1c(CCC(=O)O)ccc1-c1ccccc1,3,-5,·,-0.1,-2,·,·,-1
Cc1cc(C(=O)NCc2csc(-c3ccccc3)n2)no1,0,4,-3,-0.1,-1,·,-0.8,1
CNC[C@H]1Oc2ccc(NC(=O)CCC(F)(F)F)cc2CC(=O)N([C@H](C)CO)C[C@@H]1C,1,-2,-12,0.0,17,2,-0.2,13
# (more compounds)
SMILES,ERp5 block,ERAP1 HTS inh,RAD54 branch,Xi reactivation,S100A4 MyoIIA,esBAF inh,E-selectin induc,RAD52 inh
C[C@H]1CN([C@@H](C)CO)S(=O)(=O)c2ccc(C#Cc3ccc(F)cc3)cc2O[C@H]1CN(C)C(=O)c1ccccn1,1,0,-19,0.1,6,6,0.6,-1
Cc1noc(C)c1NC(=O)Nc1ccc2c(c1)CC(=O)N([C@@H](C)CO)C[C@H](C)[C@@H](CN(C)S(=O)(=O)c1ccc(F)cc1)O2,-14,-2,-9,0.4,30,1,0.0,-14
CCOC(=O)c1cc(C)sc1NC(=O)CSc1nnnn1C,-1,3,-10,0.0,0,-4,12,5
O=C(NC1CC1)C1=C[C@@H](c2ccc3c(c2)OCO3)C[C@@H](OCc2ccc(CO)cc2)O1,3&1,2&3,-3,-0.1,-7&12,3,-0.1,-6&6
Cc1ccc(Sc2ccc(NC(=O)CCl)cc2)c(C)c1,0,-3,·,0.3,-1,·,·,-3
CCc1ccc(Nc2n[n+](-c3ccccc3)c(-c3c(Cl)cccc3Cl)s2)cc1,-4,-3,4,0.0,-9,-23,-0.6,4
COc1cccc(C(=O)NCC(c2cccs2)N2CCc3ccccc32)c1 (configuration not stated),-5,0,8,-0.1,-2,·,-0.9,-7
O=C(NCc1ccc(F)cc1)c1cc2c(cc1Cl)N1CCCCCC1=NS2(=O)=O,-1,1,11,0.0,-7,4,·,-38

# 7 compounds from above, arranged by length of the SMILES, descending.
SMILES,ERp5 block,ERAP1 HTS inh,RAD54 branch,Xi reactivation,S100A4 MyoIIA,esBAF inh,E-selectin induc,RAD52 inh
CNC[C@H]1Oc2ccc(NC(=O)CCC(F)(F)F)cc2CC(=O)N([C@H](C)CO)C[C@@H]1C,1,-2,-12,0.0,17,2,-0.2,13
CC1=C(C(=O)OC2CCCC2)C(c2coc3ccccc3c2=O)C2=C(CCCC2=O)N1 (configuration not stated),6,4,-9,0.1,0,-10,6.2,-9
CC(C)(C)NC(=O)NC(=O)CN1CCN(C(c2ccccc2)c2ccccc2)CC1,-2,0,·,0.0,-1,·,-0.4,-17
COc1cccc(C(=O)NCC(c2cccs2)N2CCc3ccccc32)c1 (configuration not stated),-5,0,8,-0.1,-2,·,-0.9,-7
COc1ccc(NS(=O)(=O)c2cc(N)ccc2N2CCOCC2)cc1,-1,-1,-1,0.0,-2,-5,·,-2
CCOc1cc(/C=N/NC(=O)CCn2nnc3ccccc32)ccc1O,-5,-2,·,0.0,3,·,-1.3,-11
O=C(Nc1ccc(F)cc1)c1cccnn1,3,-10,2,0.0,-3,26,0.4,-6

# Compound activity: PubChem, Broad Institute
